Source: PubChem
SENP1 FRET inh – inhibitors of human SENP1 SUMO protease catalytic domain | inhibition, % at 10 µM | Q9P0U3 | 360,000 compounds, 0.21% hits | AID 624204 | recombinant SENP1 catalytic domain, CyPet-SUMO1-YPet FRET cleavage;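 active = inhibition at least 30% at 10 µM, raw YFP signal under a set limit, fluorescence ratio 0.5 to 1.5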;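 note: 0% = enzyme with DMSO and 100% = no enzyme wells; some results filed as inactive read as strong as hits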
Target sequence (Q9P0U3 419-644 limits assumed): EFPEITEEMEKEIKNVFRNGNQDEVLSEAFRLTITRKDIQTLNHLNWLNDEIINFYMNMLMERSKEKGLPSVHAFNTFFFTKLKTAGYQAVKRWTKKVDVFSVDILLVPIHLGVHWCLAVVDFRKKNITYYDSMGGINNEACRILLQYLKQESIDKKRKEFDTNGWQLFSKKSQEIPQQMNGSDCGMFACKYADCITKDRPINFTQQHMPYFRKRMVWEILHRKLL
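Material: hSENP1 catalytic domain, recombinant; medium: Tris pH 8 with BME, BSA, NP40 and catalase; compound: single concentration of 10 µM compound, 0.5% DMSO final; technique: FRET read of cyan and yellow fluorescence; timing: 50 min enzyme reaction, room temperature, light-protected; reagent: SFCypet-SUMO1-SFYpet substrate at 25 nM; control set: no-enzyme low, enzyme-DMSO high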
SENP7 inh – inhibitors of human SENP7 protease; inhibition, % at 5 µM; 330,000 compounds, 1.5% hits; recombinant SENP7, Z-RLRGG-aminoluciferin luminescence, 40 min; AID 434973; Q9BQF6;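 active = inhibition above about 50% at the single test dose, limit read from the data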;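 note: plate controls were DMSO with enzyme for no effect and no enzyme buffer wells for full effect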
Target sequence (Q9BQF6 706-1050 limits assumed): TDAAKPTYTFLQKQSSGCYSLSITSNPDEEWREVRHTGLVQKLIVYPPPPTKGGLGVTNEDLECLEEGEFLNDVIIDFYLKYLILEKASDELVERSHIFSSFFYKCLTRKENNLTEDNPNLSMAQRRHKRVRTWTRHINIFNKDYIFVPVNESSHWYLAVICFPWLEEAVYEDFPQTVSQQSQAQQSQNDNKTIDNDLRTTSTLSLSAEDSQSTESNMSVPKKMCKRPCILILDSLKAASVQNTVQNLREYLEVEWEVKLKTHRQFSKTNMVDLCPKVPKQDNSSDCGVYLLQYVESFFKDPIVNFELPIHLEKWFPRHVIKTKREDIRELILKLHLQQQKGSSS
SENP8 block-1 – inhibitors of human SENP8 protease. recombinant SENP8, Nedd8 substrate fluorescence. AID 602440. inhibition, % at 20 µM. 360,000 compounds, 0.64% hits. Q96LD8; in the data active = inhibition mostly above about 40%, no sharp cut-off; inactive = mostly below about 27%
HKDC1 inh – HKDC1 (human) hexokinase inhibition. Q2TB90. recombinant HKDC1, G6PDH/diaphorase resazurin coupled fluorescence. inhibition, % at 20 µM. 340,000 compounds, 0.16% hits. AID 493160;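 active = inhibition above about 35% when tested at 20 µM, limit read from the data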;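 note: plate controls were DMSO wells with enzyme for no effect and DMSO wells lacking enzyme for full effect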
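Test system: recombinant HKDC1 (HK5) hexokinase enzyme, produced in-house; Amount: enzyme 5 µg/mL final; Buffer or medium: Tris pH 8.0 buffer with MgCl2, Tween-20, BSA, BME; Reagent: glucose and ATP substrates; Doses: 20 µM test compound, 1% DMSO; Incubation: 90 min reaction incubation at room temperature, dark; Detection: resorufin fluorescence at 613 nm.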
UBC13 inh – inhibitors of human UBC13 polyubiquitin chain formation. P61088. TR-FRET. inhibition, % at 20 µM. 330,000 compounds, 0.47% hits. AID 485273; in the data active = inhibition above about 45%, passing the limit was not always enough; inconclusive = no clear call, values can overlap the other calls
beta cell repl – induces beta-cell replication in MIN6 cells | 330,000 compounds, 0.29% hits | proliferation, % at 10 µM | MIN6 cells proliferation, ATPlite luminescence, 48 h; cells starved in 0.2% serum; 100% = growth in 10% serum | AID 2380;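 active = compounds whose signal lies at least 3.5 SD above the mean of all wells on their plate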;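 note: 0% = DMSO-treated cells in low-serum medium and 100% = 10% serum control; some compounds called inactive have numbers as strong as hits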
SENP8 block-2 – SENP8 protease inhibition; Q96LD8; purified SENP8, Z-RLRGG-aminoluciferin cleavage, luminescence; inhibition, % at 10 µM; 330,000 compounds, 1.2% hits; AID 2540; in the data active = inhibition above about 50%
PfG6PD inh – PfG6PD (Plasmodium falciparum) enzyme inhibition | inhibition, % at 20 µM | AID 504690 | 350,000 compounds, 0.78% hits | PfGluPho enzyme, NADPH resazurin-diaphorase fluorescence;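 active = inhibition reaching at least a set limit at 20 µM in the primary screen, cut at about 59% in these data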;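 note: 0% = DMSO wells with substrate and 100% = DMSO wells lacking glucose-6-phosphate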
SENP6 block – blocks the human protease SENP6. Q9GZR1. Recombinant SENP6 catalytic domain, aminoluciferin luminescence. inhibition, % at 10 µM. 330,000 compounds, 1.8% hits. AID 2599;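 active = inhibition above about 50% at the single tested dose, limit read from the data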;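 note: plate controls were DMSO wells with enzyme for no effect and DMSO wells lacking enzyme for full effect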
Target sequence (Q9GZR1 628-1112 limits assumed): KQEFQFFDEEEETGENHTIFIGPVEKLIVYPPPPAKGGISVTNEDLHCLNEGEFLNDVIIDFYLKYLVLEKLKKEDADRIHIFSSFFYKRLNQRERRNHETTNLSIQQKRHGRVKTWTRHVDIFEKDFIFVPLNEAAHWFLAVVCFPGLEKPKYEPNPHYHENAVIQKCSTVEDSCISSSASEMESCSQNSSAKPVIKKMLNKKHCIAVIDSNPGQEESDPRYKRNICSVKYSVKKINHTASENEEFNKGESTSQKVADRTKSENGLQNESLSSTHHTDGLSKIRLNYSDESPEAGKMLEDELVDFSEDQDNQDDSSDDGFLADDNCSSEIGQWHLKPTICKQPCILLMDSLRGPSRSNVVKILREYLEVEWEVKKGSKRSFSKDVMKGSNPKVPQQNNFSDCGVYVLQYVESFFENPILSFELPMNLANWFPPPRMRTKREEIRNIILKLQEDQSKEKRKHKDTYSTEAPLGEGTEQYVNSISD
* hit, by the source's call; ? = inconclusive; nt = no result given.

entry	compound	PfG6PD inh	beta cell repl	SENP6 block	HKDC1 inh	SENP8 block-2	SENP1 FRET inh	SENP7 inh	SENP8 block-1	UBC13 inh
1	CCOc1ccccc1NC(=O)COC(=O)Cc1ccc(-c2ccccc2)cc1	13	-2	-12	1	-1	0	1	-5	-1
2	O=C(NOC(=O)c1ccccc1)c1ccccc1	2	0	-3	-2	-9	-4	-9	18	-5
3	CC(C)(C)c1ccccc1NC(=O)CN1C(=O)NC2(CCCCCC2)C1=O	11	-2	13	-5	3	0	8	12	8
4	Cc1c(NS(=O)(=O)c2ccc([N+](=O)[O-])cc2)c(=O)n(-c2ccccc2)n1C	-14	-1	6	2	3	1	0	10	0
5	CC(NS(=O)(=O)c1ccccc1)C1COc2ccccc2O1 (stereo not drawn)	-7	0	11	3	0	3	6	6	5
6	Cc1ccc(C(C(=O)NC2CCCC2)N(Cc2ccco2)C(=O)CCC(=O)Nc2ccccn2)cc1 (stereo not drawn)	24	-1	-20	-3	-7	0	-10	22	-8
7	O=C(CN1CCCC1)Nc1nc(-c2ccc3c(c2)CCN3C(=O)c2ccccc2F)cs1	11	0	-11	1	3	3	0	18	7
8	CC(C)c1onc(C(=O)N2CCN(C(c3ccccc3)c3ccccc3)CC2)c1[N+](=O)[O-]	-28	-6	0	-3	-2	-2	-4	9	-2
9	O=C(NC(=S)Nc1ccc(N2CCOCC2)c(Cl)c1)c1sc2ccccc2c1Cl	4	-2	-1	2	-4	-40	-11	5	-9
10	O=C(NCC1CCCCC1)c1cc(Br)ccc1Cl	-3	1	-13	-3	-4	0	9	5	3
11	CC1=NN(c2nc(-c3ccc(C#N)cc3)cs2)C(=O)C1	1	-3	25	-9	0	nt	-6	nt	-16
12	Cc1ccc(C(=O)Nc2c(-c3cccs3)c(=O)c3ccccc3n2C)cc1	4	-1	-6	3	2	-25	7	-40	-2
13	O=C(CSc1nnc2ccccn12)NCCc1ccc(Cl)cc1	-7	-2	8	0	0	3	-1	-35	4
14	COc1ccccc1N1CCN(C(=O)c2cc3cc(F)ccc3[nH]2)CC1	9	-4	7	0	9	-1	2	-4	-1
15	COc1ccc(-c2cc3c(=O)n(CC(=O)N4CCN(C)CC4)ncn3n2)cc1	-9	-5	-24	-2	-19	-1	-7	-106	-8
16	C/C(N)=C(/C#N)C(=O)COC(=O)CNS(=O)(=O)c1ccc(F)c(F)c1F	-3	-3	31	-3	5	1	0	15	3
17	COC(=O)c1ccc(C2C3=C(Nc4nnnn42)c2ccccc2OC3)cc1 (stereo not drawn)	9	-5	-5	3	-3	-49	5	-273	9
18	CC1(C)OC(C)(C)/C(=C/Nc2ccc(O)cc2)C1=O	27	-3	39	20	4	-10	24	-3	-6
19	CCCn1c(SCC(=O)NC2CCCCC2)nnc1-c1ccncc1	1	-2	17	0	3	3	4	4	0
20	CCOc1cc(NC(=O)C(C)C)c(OCC)cc1NC(=O)Nc1ccccc1	-2	-1	-3	9	-1	-71	0	10	-10
21	O=C(Nc1ccc(Cl)c(S(=O)(=O)N2CCCC2)c1)c1cc(=O)[nH]c2ccccc12	33	-3	2	2	5	-11	0	-88	-1
22	O=C(Nc1nnc(C2CC2)o1)c1ccc(S(=O)(=O)N2CCCCC2)cc1	-17	0	-6	-1	-1	3	1	4	-4
23	COc1ccc(-c2csc(NC(=O)C3CC(=O)N(Cc4ccco4)C3)n2)cc1 (stereo not drawn)	14	-2	-24	-12	-11	0	-2	10	-1
24	COc1ccc(C(NC(=O)c2ccco2)c2ccc(OC)c(OC)c2)cc1OC	-34	-3	3	2	-2	1	7	8	24
25	COc1ccc(NC(=O)c2sc3nc(N4CCOCC4)c4c(c3c2N)CC(C)(C)OC4)c(OC)c1	8	-1	15	2	3	-79	9	-320	16

One compound at a time, as listed above.
Profile of `Cc1ccc(C(=O)Nc2c(-c3cccs3)c(=O)c3ccccc3n2C)cc1` → PfG6PD inh: 4; beta cell repl: -1; SENP6 block: -6; HKDC1 inh: 3; SENP8 block-2: 2; SENP1 FRET inh: -25; SENP7 inh: 7; SENP8 block-1: -40; UBC13 inh: -2
Profile of `O=C(CSc1nnc2ccccn12)NCCc1ccc(Cl)cc1` → PfG6PD inh: -7; beta cell repl: -2; SENP6 block: 8; HKDC1 inh: 0; SENP8 block-2: 0; SENP1 FRET inh: 3; SENP7 inh: -1; SENP8 block-1: -35; UBC13 inh: 4

Further results
entry	compound	PfG6PD inh	beta cell repl	SENP6 block	HKDC1 inh	SENP8 block-2	SENP1 FRET inh	SENP7 inh	SENP8 block-1	UBC13 inh
26	CSc1ncccc1C(=O)N1CCN(S(=O)(=O)c2ccc3c(c2)OCCO3)CC1	-16	-4	-17	0	14	3	-1	13	6
27	O=C(CSc1nnnn1Cc1ccccc1)c1ccccc1	6	0	-10	-3	-5	-3	7	25	4
28	N#CCC(=O)Nc1ccc(C(=O)NNC(=O)c2ccccc2-n2cccc2)cc1	4	-4	1	0	3	-6	0	-49	4
29	Cc1nn(C)c(Oc2ccc(Cl)cc2)c1C(=O)O	-11	-1	-4	-3	3	1	2	12	2
30	COc1ccc(NC(=O)CSc2ccc(F)cc2)cc1S(=O)(=O)N1CCCCC1	-9	0	1	3	-2	-1	1	20	10
31	OCC[C@@H]1C[C@@H](O)[C@H](O)[C@@]2(Cc3ccccc3CCO2)O1	-3	3	-6	-5	0	1	-3	12	2
32	CC(C)(C)c1ccc(OCC(=O)N/N=C/c2cc(Br)ccc2OC(=O)c2ccco2)cc1	-7	-7	-15	-6	-2	-89	-7	-36	3
33	CC1CCN(C(=O)CN2C(=O)NC3(CCCCCC3)C2=O)CC1	11	-5	-2	0	5	1	9	11	8
34	N=c1c(C(=O)NCCc2ccccc2)cc2c(=O)n3ccccc3nc2n1CCCN1CCOCC1	1	0	-8	-4	3	-20	-3	-328	12
35	CCOC(=O)Cc1ncccc1C(=O)Nc1ccc(Oc2ccccc2)cc1	-22	-2	11	3	6	23	2	15	-12
36	Cc1oc(-c2ccc(Cl)cc2)nc1CS(=O)CC(=O)NC1CCCCC1 (stereo not drawn)	-4	-3	-17	9	-7	-2	-3	14	11
37	O=C(CCCSc1nnc(Nc2ccccc2F)s1)N1CCOCC1	2	-1	-14	-4	-15	1	-7	5	-13
38	CC(C)NC(=O)NC(=O)CSc1nncn1C	-12	0	-3	1	-2	1	13	12	-2
39	O=C(Nc1ccncc1)C1CC(=O)N(c2ccc(F)cc2)C1 (stereo not drawn)	-18	2	5	5	5	1	2	6	5
40	CCCN(CC(=O)Nc1ccccc1OC)C(=O)C1CCCC1	2	6	-10	0	2	0	6	7	1
41	O=Cc1c(Nc2cccc(C(F)(F)F)c2)nc2ccccn2c1=O	11	-1	5	-3	-5	1	-3	9	-2
42	CCOc1cc(/C=N/NC(=O)C(C)Sc2ccccn2)ccc1O (stereo not drawn)	13	0	-2	11	-5	3	2	12	4
43	O=C(COC(=O)/C=C/c1ccc(S(=O)(=O)N2CCOCC2)cc1)NCc1ccccc1	7	-5	2	-8	-1	2	-1	6	5
44	Clc1ccc2c(c1)CCc1cccnc1C2=C1CCNCC1	nt	-7	1	nt	2	nt	7	nt	5
45	COc1ccc(OC)c(C(=O)COC(=O)C(CCSC)NC(=O)COc2ccccc2)c1 (stereo not drawn)	7	-4	-15	-1	-12	0	15	-322	-5
46	O=C1OCCN1C(=O)[C@H]1[C@H](c2ccc(F)cc2)C(c2ccc(F)cc2)=NN1c1ccc(Br)cc1	12	-8	0	-2	5	-69	-6	-464	?
47	O=C(C1=NN(c2ccccc2)C(=O)CC1)N1CCc2ccccc2C1	5	1	13	-4	2	-4	-1	0	5
48	Nc1nnc(SCC(=O)OCC(=O)Nc2ccc(Br)cc2F)s1	-3	-3	-14	-10	-10	3	-4	-2	-11
49	COC(=O)c1c(-c2ccc(S(C)(=O)=O)cc2)sc2ccc(OC)cc12	20	-2	4	2	4	0	1	-323	54*
50	CC1CCCC(NC(=O)c2ccc3c(SCC(=O)O)c4c(nc3c2)CCC4)C1C (stereo not drawn)	-15	-2	-3	2	-3	-1	-6	0	0

Not a retest: 6 of the compounds above.
entry	compound	PfG6PD inh	beta cell repl	SENP6 block	HKDC1 inh	SENP8 block-2	SENP1 FRET inh	SENP7 inh	SENP8 block-1	UBC13 inh
45	COc1ccc(OC)c(C(=O)COC(=O)C(CCSC)NC(=O)COc2ccccc2)c1 (stereo not drawn)	7	-4	-15	-1	-12	0	15	-322	-5
46	O=C1OCCN1C(=O)[C@H]1[C@H](c2ccc(F)cc2)C(c2ccc(F)cc2)=NN1c1ccc(Br)cc1	12	-8	0	-2	5	-69	-6	-464	?
47	O=C(C1=NN(c2ccccc2)C(=O)CC1)N1CCc2ccccc2C1	5	1	13	-4	2	-4	-1	0	5
48	Nc1nnc(SCC(=O)OCC(=O)Nc2ccc(Br)cc2F)s1	-3	-3	-14	-10	-10	3	-4	-2	-11
49	COC(=O)c1c(-c2ccc(S(C)(=O)=O)cc2)sc2ccc(OC)cc12	20	-2	4	2	4	0	1	-323	54*
50	CC1CCCC(NC(=O)c2ccc3c(SCC(=O)O)c4c(nc3c2)CCC4)C1C (stereo not drawn)	-15	-2	-3	2	-3	-1	-6	0	0

The list goes on:
entry	compound	PfG6PD inh	beta cell repl	SENP6 block	HKDC1 inh	SENP8 block-2	SENP1 FRET inh	SENP7 inh	SENP8 block-1	UBC13 inh
51	COc1ccc(C(=O)CSc2nnc(COc3ccccc3)n2Cc2ccco2)cc1	17	-3	-4	9	0	1	5	10	9
52	CCN(CC)S(=O)(=O)c1cc(NC(=O)NCCCl)ccc1C	6	-4	-17	-2	-3	3	-5	20	-11
53	O=C(c1ccc(Cl)cc1[N+](=O)[O-])N(Cc1ccccc1)Cc1ccccc1	nt	-4	-13	nt	-3	nt	-2	nt	2
54	CC(C)Cn1c(-c2csc3ccccc23)n[nH]c1=S	17	-1	-4	-1	6	-1	-1	26	10
55	CC(Sc1ccccc1)C(=O)N/N=C/c1cccnc1 (stereo not drawn)	12	-2	0	2	-2	0	-8	8	-13
56	COc1cc(C(=O)NCCCN2CCCC2=O)cc(Br)c1OCc1ccccc1	-2	-3	-6	-3	-7	1	2	-1	6
57	COc1ccc(/C(C)=N/Nc2ccc(F)cc2F)c(O)c1	15	1	1	-1	7	0	-5	12	5
58	COc1ccc(NC(=O)CN(C)C(=O)c2c(-c3ccccc3Cl)noc2C)cc1	7	0	-6	-3	-5	0	-3	24	3
59	COC(=O)Nc1ccc(S(=O)(=O)N2CCC(C(=O)N(C)C3CCCCC3)CC2)cc1	2	-4	11	-4	-7	2	-10	20	-6
60	O=C(O)CNC(=O)c1ccc(Sc2ccccc2)c([N+](=O)[O-])c1	-14	-1	5	2	1	3	5	13	-14
